Fluor 339 460 – intrinsic fluorescence of library compounds, ex339/em460 – biochemical, MLSMR library, data from DPM-DC assay, artefact control, profiling panel | fluorescence fold increase at 10 µM | compound autofluorescence, ex339/em460 nm, NADH buffer; active compounds read high; 1 = no-compound wells, NADH background | AID 709 | 65,000 compounds, 5.5% hits;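 active = at 10 µM, mean starting fluorescence two-fold or more over control wells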;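 also: signal is the first read of a kinetic run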
D1 allo mod – D1 dopamine receptor (human) allosteric modulation; HEK293 D1, CRE-luciferase, dopamine EC30 potentiation; actives deviate in either direction; B-score at 10 µM; 58,000 compounds, 5.9% hits; AID 641;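 active = luminescence count or its row- and column-corrected plate score outside the 99.7% band of the plate's sample wells, on either side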
NADH enzymes – blocks coupling enzymes of NAD/NADH assays. coupled PK/LDH NADH assays, four targets. IC50, µM (titrated, usually from 10 µM), for inactives: top-dose inhibition. 65,000 compounds, 0.02% hits. AID 774;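 active = single-dose screening hits from any of four coupled enzyme assays that gave an IC50 when retested across doses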;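 also: the DPM-DC format reads NADH fluorescence rather than 340 nm absorbance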
Ec RNAP inh – inhibitors of Escherichia coli RNA polymerase. P0A8V2. E. coli RNA polymerase, fluorescence transcription assay. inhibition, %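 (tested at 10 µM)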. 62,000 compounds, 0.2% hits. AID 559; in the data active = inhibition above about 20%;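 also: 0% = enzyme without compound and 100% = no enzyme blank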
Target sequence (P0A8V2 whole entry, looked up): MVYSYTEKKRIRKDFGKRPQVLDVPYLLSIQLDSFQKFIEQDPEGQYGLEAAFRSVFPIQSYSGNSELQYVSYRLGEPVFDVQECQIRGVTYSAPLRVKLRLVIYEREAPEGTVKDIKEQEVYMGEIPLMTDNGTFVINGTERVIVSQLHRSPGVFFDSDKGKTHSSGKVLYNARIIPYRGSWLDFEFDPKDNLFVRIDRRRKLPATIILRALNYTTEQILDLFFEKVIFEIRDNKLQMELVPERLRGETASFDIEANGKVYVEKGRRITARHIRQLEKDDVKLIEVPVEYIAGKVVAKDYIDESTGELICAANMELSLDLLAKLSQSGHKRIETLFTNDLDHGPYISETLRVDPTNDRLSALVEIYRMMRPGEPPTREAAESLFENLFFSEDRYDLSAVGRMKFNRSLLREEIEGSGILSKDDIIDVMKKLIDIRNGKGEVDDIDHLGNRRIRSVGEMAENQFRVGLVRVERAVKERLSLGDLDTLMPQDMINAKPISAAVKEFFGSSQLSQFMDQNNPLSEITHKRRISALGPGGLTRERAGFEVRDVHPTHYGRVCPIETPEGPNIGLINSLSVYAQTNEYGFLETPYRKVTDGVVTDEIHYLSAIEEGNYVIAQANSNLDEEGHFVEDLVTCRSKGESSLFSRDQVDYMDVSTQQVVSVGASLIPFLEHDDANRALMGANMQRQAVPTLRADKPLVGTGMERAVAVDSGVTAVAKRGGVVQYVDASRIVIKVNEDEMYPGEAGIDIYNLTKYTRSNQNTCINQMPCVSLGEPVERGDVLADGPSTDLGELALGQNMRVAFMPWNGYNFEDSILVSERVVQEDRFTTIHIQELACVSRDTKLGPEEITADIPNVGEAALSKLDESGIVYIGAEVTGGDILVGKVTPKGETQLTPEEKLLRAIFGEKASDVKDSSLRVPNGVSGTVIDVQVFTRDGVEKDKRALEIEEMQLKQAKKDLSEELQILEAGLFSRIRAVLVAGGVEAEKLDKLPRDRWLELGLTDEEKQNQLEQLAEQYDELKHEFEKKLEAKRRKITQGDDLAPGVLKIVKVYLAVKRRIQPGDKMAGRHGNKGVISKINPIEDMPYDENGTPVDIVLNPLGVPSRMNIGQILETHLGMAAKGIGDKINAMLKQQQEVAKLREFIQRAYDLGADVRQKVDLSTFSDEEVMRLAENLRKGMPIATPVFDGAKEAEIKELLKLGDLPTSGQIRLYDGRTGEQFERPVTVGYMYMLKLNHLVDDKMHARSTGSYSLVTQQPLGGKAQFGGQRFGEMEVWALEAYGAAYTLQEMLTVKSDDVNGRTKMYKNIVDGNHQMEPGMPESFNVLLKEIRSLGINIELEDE
M1 antag – antagonists of rat M1 muscarinic receptor; CHO-M1 cells, Fluo-4 calcium, ACh EC80 antagonist mode; active compounds read low; B-score at 10 µM; 64,000 compounds, 3.4% hits; AID 628;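 active = calcium fluorescence response, raw or row-and-column corrected B-score, differing from the plate sample mean either way at a set confidence level, mostly lower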
HTR1A agonist – 5-HT1a (human) receptor agonism; CHO 5-HT1a Ga15 NFAT-bla reporter, FRET ratio; 0% basal, 100% maximal reference agonist; activation, % at 10 µM; 65,000 compounds, 0.56% hits; P08908; AID 567;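 active = activation above the screen-wide mean activation plus 3 SD, cut at about 19% in these data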;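 also: 0% = DMSO wells and 100% = 5-CT at EC100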
M1 agonist – M1 muscarinic receptor agonism | CHO-M1 cells, Fluo-4 calcium fluorescence, agonist mode; active compounds read high | B-score at 10 µM | 64,000 compounds, 3% hits | AID 626;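 active = fluorescence rise, raw or as B-score row- and column-corrected plate score, outside the 99.7% band of its plate's samples, either direction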
Hsp90 block – displaces geldanamycin probe from tumor Hsp90. P07900. 64,000 compounds, 0.35% hits. inhibition, % at 30 µM. NCI-N417 lysate Hsp90, Cy3B-geldanamycin FP displacement;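 active = inhibition above 50%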;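 also: 0% = tracer plus lysate wells and 100% = tracer alone without lysate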
Her2 expr inh – Her2 kinase expression inhibition. P04626. SKBR-3 HER2 protein level, AlphaScreen, 18-24 h; active compounds read low. HER2 level % of control, % at 10 µM. 65,000 compounds, 0.69% hits. AID 645;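 active = HER2 level under 5% of the carrier-only control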;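 also: 100% = DMSO carrier and 0% = 500 nM PU-H71 HSP90 inhibitor; lower value means stronger loss of Her2 protein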
* = called active by the depositor; / = no result given; [ ] = dose if it differs, or a comment.

SMILES	Fluor 339 460	D1 allo mod	NADH enzymes	Ec RNAP inh	M1 antag	HTR1A agonist	M1 agonist	Hsp90 block	Her2 expr inh
Cc1oc(-c2cccs2)nc1CS(=O)CC(=O)NC1CCCCCC1 (centres undefined)	1.1	0.74	6%	16	0.15	-2.3	0.62	-6	76
COc1ccc(-c2nc(CS(=O)CC(=O)NC3CCCc4ccccc43)c(C)o2)cc1OC (centres undefined)	0.99	4.4*	7%	5	0.23	2.2	0.91	-4	85
Cc1ccc(-c2nnn(CC(=O)Nc3cccc4c3CCCC4)n2)o1	1.1	1.3	2%	-2	-0.61	-1.4	-0.024	-4	64
CCC(=O)c1ccccc1OCCSc1nc(C)cc(=O)[nH]1	1.1	-0.093	5%	9	0	-0.9	0	-3	93
CCC(=O)OC1CSc2nc3ccccc3n2C1 (centres undefined)	1.1	0.27	8%	12	0.36	-3.4	0.93	1	102
CCOC(=O)N1CCN(C(=O)C2CCN(S(=O)(=O)c3cc(Cl)ccc3Cl)CC2)CC1	1.1	0.21	3%	4	-0.96	0.0	-0.31	0	143
O=C(Cn1cccc1)Nc1ccc(OC(F)(F)F)cc1	1.1	0.31	6%	5	0.029	-2.9	-1.5	0	119
CN1CCN(c2nc3c(c(=O)[nH]c(=O)n3C)n2CCSc2ncccn2)CC1	1.1	-0.039	2%	-5	-0.74	-0.3	-0.43	0	203
CCOc1ccc(N(C(C)C(=O)Nc2ccc(OC)cc2)S(C)(=O)=O)cc1 (centres undefined)	1.1	0.32	6%	8	0.49	-1.7	-1.5	-3	127
c1ccc(Cc2nnc3n2CCCCC3)cc1	1	-0.082	3%	9	-0.11	1.1	-0.51	-2	87
CCOC(=O)c1c(NC(=O)COC)sc2c1CCCC2	1.2	2.2	3%	11	-0.11	0.2	0	-5	136
Cc1cc(/N=C/N(C)C)on1	0.97	-1	2%	2	0.23	0.6	-1.4	-2	79
CCCCC(=O)Nc1nn(CC(C)C)c2nc3ccccc3cc12	/	/	/	4	-0.66	6.2	-0.12	/	/
Clc1nc2sccn2c1/C=N/n1cnc2ccccc21	1.1	2.7	0%	-3	-0.8	2.8	8.4*	/	32
CC(=O)c1ccc(NC(=O)CCc2c(C)nc3ncnn3c2C)cc1	1.1	-0.018	4%	7	-0.86	-2.5	0.023	2	86
CC(C(=O)N1c2ccccc2Sc2ccccc21)n1nnc(-c2cccs2)n1 (centres undefined)	0.95	1	9%	6	-0.48	-1.6	0.43	-3	80
CCn1c2ccccc2c2nnc(SCc3ccccc3)nc21	1.1	1.5	10%	4	-0.19	1.2	-0.63	-3	81
COc1ccc(CNC(=O)C(C)OC(=O)c2cccn2C)cc1 (centres undefined)	1	-0.093	3%	6	0.25	-2.1	0.7	-1	111
O=C(c1ccc(NS(=O)(=O)c2ccccc2)cc1)N1CCCC1	1.1	-0.25	1%	4	0.14	-2.2	-0.38	0	54
N/C(=N\O)c1ccc(NC(=O)c2cccs2)cc1	1.1	-0.28	2%	8	1.2	0.8	0.34	-3	117
Cc1ccccc1C(=O)Nc1c(C(=O)N2CCCC2)cnn1-c1ccccc1	1.1	0.36	2%	13	0.16	-1.0	-1.2	0	88
COc1ccc(-c2nc(C(N)=O)c3[nH]c(=O)n(-c4ccccc4OC)c3n2)c(OC)c1	1.2	1.1	8%	7	1.1	0.0	-0.87	0	88
CC(=O)NCCOc1cccc2ccccc12	1.1	-0.73	0%	6	0.076	3.1	-0.33	-5	93
O=C(CSc1nc2ccc(S(=O)(=O)N3CCOCC3)cc2[nH]1)N1CCOCC1	1	-0.16	8%	10	-0.2	0.1	-0.44	2	69
CCC(NC(=O)NCc1ccc2c(c1)OCO2)(C(F)(F)F)C(F)(F)F	1.1	-0.039	3%	4	-0.88	-0.3	1.3	-9	86
Cc1ccc(C(C)C)c(OCC(=O)N2CCOCC2)c1	1.1	-0.16	6%	-1	-0.078	-0.6	-0.11	/	/
CCOC(=O)c1sc(NC(=O)CSc2nnc(C(C)C)n2CC)nc1C	1.1	1	9%	2	-0.33	1.3	-0.26	0	78
N#Cc1ccc(NC(=O)c2cc3cc4c5c(c3oc2=N)CCCN5CCC4)cc1	1.4	0.29	2%	5	0.19	0.8	166*	-10	76
Cn1c(=O)n(C)c2cc(NS(C)(=O)=O)ccc21	1	-0.3	7%	/	-1.8	0.4	0.56	0	134
COc1ccccc1C1C=C(c2ccc(Cl)cc2)Nc2nc(N3C(=O)CCC3=O)nn21 (centres undefined)	1.4	1.4	15%	12	-0.046	-4.9	-1.2	-6	136
O=c1nc(NC2CCCC2)ccn1Cc1cccc(Br)c1	1.1	0.099	5%	5	-0.77	-0.5	-0.024	-4	76
CCn1c(COc2ccc(Cl)cc2)nnc1SCc1ccc(C#N)cc1	1.2	-0.67	2%	/	-0.38	-2.7	0.37	-4	70
CCOC(=O)C1C(C)N=C2SCC(=O)N2C1c1cccc(Br)c1 (centres undefined)	1	-0.006	6%	-1	/	-0.3	/	3	106
COC(=O)c1ccc(NC(=O)CSc2nncn2C)cc1	1.1	0.9	3%	/	0.16	-3.2	0.96	-3	99
Cc1cc(C)n(C(=O)CCC2COc3ccccc3O2)n1 (centres undefined)	1.2	0.91	3%	9	-0.38	-1.6	-0.31	-1	117
N#CNC1=NCN(CCc2ccccc2)CN1	1.1	/	6%	9	-0.39	-0.7	-0.081	2	64
Cc1ccccc1Cn1cnc2c(nnn2Cc2ccc(F)cc2)c1=O	1.1	0.44	7%	2	0.63	0.8	-0.12	-3	93
O=C(CCc1nc(-c2ccccc2F)no1)NC1CCN(Cc2ccccc2)CC1	1.1	-1.3	6%	-3	0.22	-1.9	-0.11	0	94
CC1CN(C(=O)c2cccc(C(=O)N3CC(C)OC(C)C3)c2)CC(C)O1 (centres undefined)	1.1	0.9	8%	0	0.56	-1.3	-0.37	-4	91
CCN(CC)C(=O)N1CCC(NC(=O)c2ccccc2)CC1	1.1	0.54	6%	10	-0.35	-1.3	-1.1	-1	138

Some of the entries above in another layout:
structure,Fluor 339 460,D1 allo mod,NADH enzymes,Ec RNAP inh,M1 antag,HTR1A agonist,M1 agonist,Hsp90 block,Her2 expr inh
N#CNC1=NCN(CCc2ccccc2)CN1,1.1,/,6%,9,-0.39,-0.7,-0.081,2,64
Cc1ccccc1Cn1cnc2c(nnn2Cc2ccc(F)cc2)c1=O,1.1,0.44,7%,2,0.63,0.8,-0.12,-3,93
O=C(CCc1nc(-c2ccccc2F)no1)NC1CCN(Cc2ccccc2)CC1,1.1,-1.3,6%,-3,0.22,-1.9,-0.11,0,94
CC1CN(C(=O)c2cccc(C(=O)N3CC(C)OC(C)C3)c2)CC(C)O1 (centres undefined),1.1,0.9,8%,0,0.56,-1.3,-0.37,-4,91

(further entries)
SMILES	Fluor 339 460	D1 allo mod	NADH enzymes	Ec RNAP inh	M1 antag	HTR1A agonist	M1 agonist	Hsp90 block	Her2 expr inh
Cc1ccc(C)c(-n2c(SCC(=O)Nc3nnc(C)s3)nnc2-c2ccoc2C)c1	1.1	-0.018	4%	1	0.55	-1.0	-0.011	-2	82
COc1ccc2c(c1)-c1nc(NC(=O)c3cccs3)sc1CC2	1.7	/	6%	4	-0.23	-2.1	0.47	10	112
CCOc1ccc(CCNC(=O)Cc2nn[nH]n2)cc1OCC	1.1	0.14	3%	0	-0.0055	-1.2	1.3	-3	78
Cc1csc(SCC(=O)Nc2cc(C(C)(C)C)nn2-c2ccccc2)n1	1.1	/	2%	9	-1	-2.0	2.5*	0	103
CCN(CC)P1(=O)OC(c2cc(OC)c(OC)c(OC)c2)=Nc2c1c(C)nn2-c1ccccc1 (centres undefined)	1.1	0.25	4%	10	0.43	-2.3	4.4*	/	71
Cc1nc2nc(-c3ccco3)[nH]n2c(=O)c1Cc1ccccc1	1.1	-1.1	1%	4	1.1	-0.5	3.6*	-1	89
CCc1cc2c(=O)c(-c3ccc4c(c3)OCCO4)coc2cc1OC(=O)c1ccco1	1.2	-2.9*	2%	4	-0.00042	-3.5	0.037	-4	123
CCCCCOc1ccc(C(=O)NC(CCC)C(=O)O)cc1 (centres undefined)	1.1	0.74	4%	-1	0.11	-2.0	0.8	-1	116
O=C(CCCCn1c(=O)c2ccccc2n(CC(=O)NC2CCCC2)c1=O)NCc1ccco1	1.1	/	5%	11	/	-1.3	/	-1	102
COCCN1CSC(=S)N(Cc2ccco2)C1	1	/	2%	16	0.88	-1.4	-0.0063	-1	58
Cn1c(SCC(=O)NCc2ccc3c(c2)OCO3)nnc1C1COc2ccccc2O1 (centres undefined)	1.1	-0.68	8%	12	-0.13	-0.4	0.068	2	74
Cc1nc2ccccc2n1S(=O)(=O)c1ccc(S(=O)(=O)N2CCCCCC2)cc1	1.1	0.27	6%	7	1.9	-1.1	-1.1	-1	69
CCOC(=O)N1CCN(C(=O)C2CCC(CNS(=O)(=O)c3ccccc3)CC2)CC1 (centres undefined)	1.2	0.0073	5%	7	-0.51	-4.9	-0.31	0	111
COCCNS(=O)(=O)c1ccc(-c2ccc(S(=O)(=O)NCCOC)cc2)cc1	1	-0.64	6%	0	-0.092	-1.1	-0.18	1	115
Cc1ccc(CNC(=O)CCCNS(=O)(=O)c2cccc3nonc23)cc1	1.1	-0.38	3%	3	-0.2	0.0	-0.16	/	85
COc1ccccc1N/C(=N/c1nc(C)cc(C)n1)NC(C)=O	1.1	-1	1%	1	-0.015	-2.7	0.47	-1	77
CCCn1c(SCC(=O)NC2CCCCC2)nnc1-c1ccncc1	1.2	-0.23	2%	9	0.12	-2.1	-0.67	4	105
Cc1ccc(-c2nn(C)c(=O)c3ccccc23)cc1S(=O)(=O)N1CCOCC1	1.1	3	3%	8	0.15	-0.3	0.3	14	107
O=S(=O)(CCSc1nc2ccccc2o1)c1nc2ccccc2s1	1.1	-2.6	7%	-8	-0.9	-3.6	-0.78	0	-14*
COc1ccc(C2C(C#N)=C(N)Oc3cc(N)ccc32)cc1OC (centres undefined)	1.1	1.9	3%	-3	0.65	-0.1	0.56	-1	81
COc1ccc(S(=O)(=O)Cc2ccc(C(=O)N3CCOCC3)o2)cc1	1	-0.34	3%	6	0.52	-3.6	-0.17	-2	76
O=C(CCc1ccccc1)Nc1ccc(NC(=O)c2ccco2)nc1	1.1	-1.2	6%	8	-1.8	-0.6	-1.7	-2	64
O=C(c1ccco1)N1CCN(CCCCN2C(=O)c3ccccc3C2=O)CC1	1.1	1.7	3%	9	-1.4*	5.8	-0.47	0	96
CCOC(=O)N1CCc2c(sc(NC(=O)c3ccc(S(=O)(=O)N4CCCC4)cc3)c2C#N)C1	1.1	/	7%	2	-0.11	0.6	0.58	-16	13
CC1(C)COCN1S(=O)(=O)c1ccc(C(=O)Nc2nnc(-c3ccc(Cl)s3)o2)cc1	1.1	-1.2	4%	6	-0.05	1.0	-1.6	1	39
Nc1nonc1-c1noc(CCCCCN2C(=O)c3ccccc3C2=O)n1	1	-1.3	3%	5	-0.45	-3.1	-0.09	-3	76
COc1ccc(OC)c2sc(N3CCN(c4ccccc4)CC3)nc12	1.1	0.089	5%	10	0.022	-5.1	-0.0052	0	68
NC(=O)c1ccccc1NC(=O)c1ccccc1F	0.94	-0.75	0%	12	0.039	-0.6	-0.31	0	81
O=C(O)CSc1ccccn1	1.1	-0.54	8%	0	-0.31	-0.9	-0.61	-1	92
O=C(NCC(=O)N(c1ccccc1)C(C(=O)NCC1CCCO1)c1ccccc1)c1ccco1 (centres undefined)	1.1	-0.81	4%	9	-0.32	-2.4	8.3*	0	86
N#Cc1nc(-c2ccccc2F)oc1NCc1ccccc1	2.1*	7.9*	3%[fluoresces]	2	-0.41	-1.4	0.62	-2	80
CCC(=O)N(CC)c1nc(-c2ccc(OC)cc2)cs1	1.1	/	7%	8	0.68	-2.3	46*	3	125
O=C(Nc1cccc(NC(=O)c2ccc(Br)o2)n1)c1ccc(Br)o1	1.4	/	10%	1	1.3	-2.6	1.7	-5	89

Screening results: PubChem, several laboratories
